Source: PubChem BioAssay
PME-1 inh: blocks human protein phosphatase methylesterase 1. Q9Y570. recombinant PME-1, FP-Rh probe fluorescence polarization. inhibition, % at 5.9 µM. hit rate 0.53% among 320,000;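 active means inhibition above the campaign mean of all compounds plus 3 SD, cut at about 26% in these data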;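 further: competitive labeling of PME-1 active site by serine hydrolase directed probe; 0% = PME-1 with DMSO and 100% = wells lacking PME-1 enzyme; inhibitors block probe labeling so polarization falls and inhibition rises; many of its hits are not listed in these tables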
AHR act: human AHR activation; P35869; AHR-responsive luciferase reporter cells, luminescence; activation, % at 5 µM; hit rate 2.5% among 320,000; AID 2796; in the data active means activation above about 47%;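 further: 0% = vehicle wells and 100% = reference agonist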
BCLXL inh: Bcl-xL (human) inhibition. hit rate 0.7% among 320,000. GST-Bcl-xL / FITC-Bim BH3 peptide fluorescence polarization. inhibition, % at 10.9 µM;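 active means inhibition above the mean of all tested compounds plus 3 SD, cutoff set per campaign, cut at about 30% in these data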;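 further: 0% = DMSO wells and 100% = unlabeled Bim-BH3 peptide competitor; inhibitors lower millipolarization by displacing the labeled peptide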
PAFAH1B2 inh: PAFAH1B2 (human) inhibition; hit rate 1.2% among 340,000; recombinant PAFAH1B2, FP-rhodamine activity probe, fluorescence polarization; inhibition, % at 3.39 µM; P68402; AID 492953;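 active means inhibition above the mean of all tested compounds plus 3 SD, cut at about 24% in these data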;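 further: 0% = enzyme with DMSO and 100% = wells lacking PAFAH1B2; many of its hits are not listed in these tables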
Target sequence (P68402 whole entry, looked up): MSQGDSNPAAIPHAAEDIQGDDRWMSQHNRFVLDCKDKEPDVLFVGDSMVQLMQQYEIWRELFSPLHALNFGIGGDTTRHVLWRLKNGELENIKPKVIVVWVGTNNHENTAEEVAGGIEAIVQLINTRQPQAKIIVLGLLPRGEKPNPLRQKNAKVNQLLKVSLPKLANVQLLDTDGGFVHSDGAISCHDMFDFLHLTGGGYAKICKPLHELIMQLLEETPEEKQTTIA
GLD-1 RNA inh: GLD-1-TGE RNA interaction inhibition (C. elegans); Q17339; purified GLD-1 + fluorescein TGE RNA, fluorescence polarization; inhibition, % at 5.96 µM; hit rate 0.44% among 320,000;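 active means percent inhibition above a per-plate cutoff, the plate mean of test compounds plus 3 SD, cut at about 30% in these data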;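 further: 0% = DMSO wells with GLD-1 and probe and 100% = wells lacking GLD-1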
Target sequence (Q17339 whole entry, looked up): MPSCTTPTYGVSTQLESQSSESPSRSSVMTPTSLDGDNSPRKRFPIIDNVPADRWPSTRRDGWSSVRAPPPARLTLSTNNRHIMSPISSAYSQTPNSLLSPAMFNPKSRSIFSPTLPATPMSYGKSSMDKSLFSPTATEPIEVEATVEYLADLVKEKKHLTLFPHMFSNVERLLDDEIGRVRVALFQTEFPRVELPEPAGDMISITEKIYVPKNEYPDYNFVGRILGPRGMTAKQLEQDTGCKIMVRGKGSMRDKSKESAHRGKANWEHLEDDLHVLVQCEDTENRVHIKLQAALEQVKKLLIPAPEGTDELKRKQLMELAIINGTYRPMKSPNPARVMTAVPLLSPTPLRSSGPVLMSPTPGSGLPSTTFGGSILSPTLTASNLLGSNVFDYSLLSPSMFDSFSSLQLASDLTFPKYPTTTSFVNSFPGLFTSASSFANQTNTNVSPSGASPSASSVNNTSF
Fam108B counter: counter-screen for RBBP9 inhibitors: inhibitors of mouse Fam108B; recombinant Fam108B, FP-Rh probe fluorescence polarization; inhibition, % at 9.51 µM; hit rate 0.33% among 300,000;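 active means inhibition above the screen mean inhibition plus 3 SD, computed separately per campaign, cut at about 18% in these data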;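 further: inhibitors lower polarization as less probe binds the enzyme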
MCL1-BIM inh: MCL1-BIM-BH3 interaction inhibition (human); inhibition, % at 10.9 µM; GST-MCL1 / FITC-Bim-BH3 fluorescence polarization; Q07820; AID 2057; hit rate 0.68% among 320,000;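 active means inhibition above the mean inhibition of all tested compounds plus 3 SD, set per campaign, cut at about 40% in these data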;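 further: 0% = DMSO wells and 100% = unlabeled Bim-BH3 peptide control; higher means more loss of mP so more displacement of Bim peptide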
Target sequence (Q07820 whole entry, looked up): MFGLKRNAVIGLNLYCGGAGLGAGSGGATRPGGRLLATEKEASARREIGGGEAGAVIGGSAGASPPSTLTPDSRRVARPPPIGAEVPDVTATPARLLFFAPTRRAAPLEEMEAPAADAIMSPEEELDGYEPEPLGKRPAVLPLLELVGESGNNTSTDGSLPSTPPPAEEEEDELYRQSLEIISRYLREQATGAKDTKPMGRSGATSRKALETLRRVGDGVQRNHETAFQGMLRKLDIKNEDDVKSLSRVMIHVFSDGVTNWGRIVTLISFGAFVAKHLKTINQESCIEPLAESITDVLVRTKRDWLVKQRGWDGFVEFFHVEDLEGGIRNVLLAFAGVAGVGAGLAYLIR
pPAFAH inh: inhibitors of human plasma PAF acetylhydrolase (pPAFAH); hit rate 1.5% among 330,000; recombinant pPAFAH, FP-rhodamine probe fluorescence polarization; inhibition, % at 3.39 µM; AID 463082; Q13093;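 active means inhibition above the mean inhibition across the screen plus 3 SD, cut at about 25% in these data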;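 further: inhibitors block binding of the rhodamine activity-based probe so polarization drops; 0% = enzyme with DMSO and 100% = wells lacking pPAFAH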
MEX-5 binding: C. elegans MEX-5 TCR-2 RNA binding activity. AID 1832. activity score (negative = inhibition of binding), % at 10 µM. hit rate 0.38% among 300,000. MEX-5/FITC-TCR2 RNA binding, fluorescence polarization; hits give low values;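 active means inhibition past about -25% in most replicates, and total fluorescence under double the plate's negative control median, limit read from the data; inconclusive means replicates evenly split on the limit, or fluorescence at least double controls; inactive means too little inhibition in most replicates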;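 further: 0% = DMSO and -100% = 5 µM competing unlabeled TCR2 RNA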
An asterisk follows results filed as active; ? = inconclusive; · = not tested or not shown. Not all compounds are listed (hit frequency here may not be typical).

The first two entries (preview)
SMILES	PME-1 inh	AHR act	BCLXL inh	PAFAH1B2 inh	GLD-1 RNA inh	Fam108B counter	MCL1-BIM inh	pPAFAH inh	MEX-5 binding
CCOc1ccc(C(=O)N2CCC3(CC2)NCCc2[nH]cnc23)cc1OCC	-3	0	1	-3	-4	0	2	4	1.9
O=[N+]([O-])c1ccc(N2CCN(Cc3ccncc3)CC2)cc1	2	0	6	-11	0	1	2	3	1.0

The listing, repeating the preview:
SMILES	PME-1 inh	AHR act	BCLXL inh	PAFAH1B2 inh	GLD-1 RNA inh	Fam108B counter	MCL1-BIM inh	pPAFAH inh	MEX-5 binding
CCOc1ccc(C(=O)N2CCC3(CC2)NCCc2[nH]cnc23)cc1OCC	-3	0	1	-3	-4	0	2	4	1.9
O=[N+]([O-])c1ccc(N2CCN(Cc3ccncc3)CC2)cc1	2	0	6	-11	0	1	2	3	1.0
O=C(c1cc([N+](=O)[O-])ccc1N1CCOCC1)N1CCN(c2ccc([N+](=O)[O-])cc2)CC1	0	1	-11	-1	5	3	-22	-2	2.9
O=C(c1cn(CC(=O)N2CCCC2)c2ccccc12)C1CCCCC1	0	-2	-3	3	0	0	1	4	3.0
CCOC(=O)C(CC)n1cnc2c(cnn2-c2ccc(Cl)cc2)c1=O (stereo not given)	-3	3	2	1	-2	-2	4	1	-1.3
Cn1c(SCC(=O)N2CCN(S(=O)(=O)c3ccccc3)CC2)nc2ccccc21	6	13	2	2	3	-3	0	3	0.4
Cc1ccc(C)c(S(=O)(=O)N2CCN(C(=O)c3n[nH]c(=O)c4ccccc34)CC2)c1	5	-1	2	5	10	·	1	-6	·
COc1ccc(C(=O)CSc2ccc(-c3ccco3)nn2)cc1	-3	2	8	5	-1	0	10	4	0.2
N#Cc1c(NCCO)ccc([N+](=O)[O-])c1NCCO	-2	0	-2	0	0	2	0	1	0.1
CCCc1c(O)nc(SCC(=O)N2CCCCC2)[nH]c1=O	0	3	7	5	-3	0	9	-1	?
Cc1ccc(-c2nc3ccccc3[nH]c2=O)cc1	-3	46	-1	3	1	1	10	-3	0.7
Cc1cc(CN2CCCCC2C(=O)Nc2ccc(Oc3cccnc3)cc2)oc1C (stereo not given)	2	9	1	-3	0	-4	4	4	-0.8
CC(C)OCCCNc1nc2c([nH]1)c(=O)n(C)c(=O)n2C	0	5	2	1	-1	-3	5	2	2.2
CC(=O)c1cc2c(C)cc(=O)oc2cc1O	-3	-1	4	-1	-2	6	3	4	0.6
CC(CN1CCN(Cc2ccccc2)CC1)OC(=O)c1ccco1 (stereo not given)	2	-2	3	2	-4	1	2	3	-3.6
COc1ccccc1C(C)NCC(=O)NCc1ccc(C)cc1 (stereo not given)	6	2	2	4	2	1	7	3	2.4
O=C(OCc1nc(-c2ccccc2)oc1COC(=O)c1ccco1)c1ccco1	3	1	3	-3	0	-3	8	2	0.4
COc1ccc(/C(N)=N/OC(=O)C2CCCCC2)cc1	3	-6	-1	6	3	1	0	3	0.4
COc1cccc(N2C(=O)Nc3ccc(Br)cc3C2(O)C(=O)NCCN(C)C)c1 (stereo not given)	-4	0	2	2	2	3	4	7	-1.3
Clc1ccc(CNc2cnccn2)cc1Cl	3	4	-2	2	-7	-3	1	4	1.8
O=C(COc1ccccc1)Nc1nnc(-c2ccc(F)cc2)o1	-3	3	5	3	5	-4	8	-2	1.6
O=C(O)C1CCN(c2c([N+](=O)[O-])cc(C(F)(F)F)cc2[N+](=O)[O-])CC1	2	2	5	4	5	-1	4	12	-0.1
N=c1c2c(ncn1Cc1ccco1)Oc1cc(O)ccc1C2c1ccccc1 (stereo not given)	-3	-1	8	13	-8	0	3	4	1.4
CC1(NC(=O)CCc2ccccc2)CCN(CCCc2ccccc2)C1=O (stereo not given)	-1	0	4	1	-1	·	1	2	·
CCc1cc2c(=O)c(-c3ccc(F)cc3)c(C(F)(F)F)oc2cc1OCC(=O)O	2	8	8	·	-7	0	3	-1	0.7
O=C1NCCN/C1=C\C(=O)c1ccc(Br)cc1	-4	-6	-3	·	-7	-4	1	2	2.6
O=c1c2ccccc2cnn1Cc1n[nH]c(=S)n1C1CC2CCC1C2 (stereo not given)	7	-5	5	12	3	3	2	4	4.2
CC1CCC2C(=O)N(c3ccc(NC4CCN(Cc5ccccc5)CC4)c([N+](=O)[O-])c3)C(=O)C2C1 (stereo not given)	-5	-1	-1	6	4	4	3	1	1.2
Cc1cc(Oc2ccc(N)cn2)cc(C)c1Cl	1	1	-13	3	-14	6	-22	8	2.5
COc1ccccc1N(CC(=O)N1CCCCC1)S(=O)(=O)c1ccccc1	0	1	5	-4	10	-2	4	-1	-0.3
CCOc1ccc(C2c3c(oc4ccccc4c3=O)C(=O)N2c2ccc(C)cn2)cc1OC (stereo not given)	-3	4	9	1	-3	-6	3	2	-4.1
CCc1cc(C(=O)OC)c(N2C(=O)C3C4C=CC(C4)C3C2=O)s1 (stereo not given)	3	-3	6	5	1	-2	2	6	-1.1
COCCN1CC(CNC(=O)c2cc(COc3ccccc3SC)on2)CC1=O (stereo not given)	3	0	0	5	5	1	9	6	2.0
COc1ccc(S(=O)(=O)N2CCOCC2)cc1C(=O)N(C)CCOc1ccc(Cl)cc1	0	-2	3	2	2	·	0	5	·
COc1ccc(C(=O)OCC(=O)Nc2ccc(F)c(F)c2F)cc1OC	-4	2	1	6	1	4	-5	4	1.7
CC(C)CC(NC(=O)OC(C)(C)C)c1cn([C@@H](CCCCNC(=O)OC(C)(C)C)C(=O)N2CCN(C(=O)OC(C)(C)C)CC2)nn1 (stereo not given in full)	0	-2	5	7	10	-2	2	6	1.1
O=C(CCNS(=O)(=O)c1ccccc1)NNC(=O)c1csc(N2CCOCC2)n1	-4	6	4	2	2	-1	5	-8	-13
Cc1cccn2c(=O)c(C=NCc3ccccc3)c(NCCO)nc12	-2	1	3	-3	-5	4	8	-2	-1.8
O=C(O)CCC(=O)N1N=C(c2ccc(Br)cc2)CC1c1cccc(Br)c1 (stereo not given)	-5	14	3	4	5	-5	9	9	-2.8
COC(=O)c1ccc(-n2c(C)ccc2-c2ccccc2)cc1	-2	-3	-4	4	-3	-3	-11	-1	-0.4

Sorted by number of heavy atoms (rising): part of the list above.
SMILES	PME-1 inh	AHR act	BCLXL inh	PAFAH1B2 inh	GLD-1 RNA inh	Fam108B counter	MCL1-BIM inh	pPAFAH inh	MEX-5 binding
Clc1ccc(CNc2cnccn2)cc1Cl	3	4	-2	2	-7	-3	1	4	1.8
Cc1ccc(-c2nc3ccccc3[nH]c2=O)cc1	-3	46	-1	3	1	1	10	-3	0.7
N#Cc1c(NCCO)ccc([N+](=O)[O-])c1NCCO	-2	0	-2	0	0	2	0	1	0.1
COC(=O)c1ccc(-n2c(C)ccc2-c2ccccc2)cc1	-2	-3	-4	4	-3	-3	-11	-1	-0.4
COc1ccc(C(=O)CSc2ccc(-c3ccco3)nn2)cc1	-3	2	8	5	-1	0	10	4	0.2
CC(CN1CCN(Cc2ccccc2)CC1)OC(=O)c1ccco1 (stereo not given)	2	-2	3	2	-4	1	2	3	-3.6
COc1ccc(C(=O)OCC(=O)Nc2ccc(F)c(F)c2F)cc1OC	-4	2	1	6	1	4	-5	4	1.7
Cn1c(SCC(=O)N2CCN(S(=O)(=O)c3ccccc3)CC2)nc2ccccc21	6	13	2	2	3	-3	0	3	0.4
O=C(c1cc([N+](=O)[O-])ccc1N1CCOCC1)N1CCN(c2ccc([N+](=O)[O-])cc2)CC1	0	1	-11	-1	5	3	-22	-2	2.9
CCOc1ccc(C2c3c(oc4ccccc4c3=O)C(=O)N2c2ccc(C)cn2)cc1OC (stereo not given)	-3	4	9	1	-3	-6	3	2	-4.1
CC1CCC2C(=O)N(c3ccc(NC4CCN(Cc5ccccc5)CC4)c([N+](=O)[O-])c3)C(=O)C2C1 (stereo not given)	-5	-1	-1	6	4	4	3	1	1.2

(next part)
SMILES	PME-1 inh	AHR act	BCLXL inh	PAFAH1B2 inh	GLD-1 RNA inh	Fam108B counter	MCL1-BIM inh	pPAFAH inh	MEX-5 binding
O=C(O)c1cc(S(=O)(=O)N(Cc2ccccc2)c2ccccc2Cl)ccc1Cl	-3	0	5	19	0	2	-1	1	0.0
Cc1c(C(=O)N/N=C/c2cccs2)nnn1-c1nonc1N	4	-6	0	2	9	-4	9	4	-0.9
CCN(CC)C1=NS(=O)(=O)c2cc([N+](=O)[O-])ccc21	-3	-1	1	5	5	-1	1	0	-0.7
CCOC(=O)c1ccc2nc(C)c(CCC(C)=O)c(Cl)c2c1	3	0	2	1	5	0	-1	3	-0.2
CCCC1=C(C(=O)OCC)C(c2ccc(N(C)C)cc2)n2ncnc2N1 (stereo not given)	-4	4	9	7	9	-1	2	-2	-0.8
CCCCOc1ccc(OCCNC(=O)C2CCCN2C(=O)Nc2ccccc2)cc1 (stereo not given)	1	2	-1	5	3	0	-1	6	0.2
Cc1cc(Cl)ccc1NC(=O)CSc1nnc(Cc2cccs2)n1Cc1ccco1	0	0	-5	11	8	0	-2	2	-0.1
O=C(N/N=C/C=C/c1ccccc1)C1CC1(c1ccccc1)c1ccccc1 (stereo not given)	-2	2	4	2	-2	-6	5	9	0.3
COC(=O)c1sccc1NC(=O)Cn1nnc(-c2ccc(C)cc2)n1	-3	8	4	2	3	-3	6	-2	-0.2
Nc1[nH]c(N=NC(=O)c2ccccc2)c2ccccc12	0	31	1	3	6	2	3	1	2.5
CN(C)c1ccc(C(=O)NN2C(=O)c3ccccc3C2=O)cc1	-2	4	4	2	-3	-2	6	-1	2.8
CCCC[N+](C)(C)CCC(=O)NC(C)(C)CS(=O)(=O)[O-]	4	-2	3	-2	1	4	6	1	0.5
O=C(O)C1CC=CCC1C(=O)Nc1cc(Cl)ccc1Cl (stereo not given)	2	14	1	3	6	4	1	6	-2.2
CC1Cc2ccccc2N1CC(=O)NC(c1ccccc1)c1ccccc1 (stereo not given)	20	1	0	0	3	2	3	0	-1.4
COc1cccc(NC(=O)c2cc(-c3ccc(OC)cc3OC)nc3ccccc23)c1	-15	16	1	·	5	-20	0	-1	5.5
CCn1cc(C(=O)Nc2ccc(C)cc2C)c(=O)c2ccc(C)nc21	-5	12	7	·	4	1	10	1	-0.4
NS(=O)(=O)c1cc(C(=O)OCC(=O)Nc2ccc3c(c2)OCO3)ccc1Cl	·	0	·	4	3	·	·	4	·
CCOc1ccc(S(=O)(=O)N2CCCC(C(=O)NCc3ccccc3)C2)cc1 (stereo not given)	6	-1	5	5	5	6	12	-2	-2.7
O=C(NNc1cc(Cl)cc(Cl)c1)c1c(F)cccc1Cl	0	10	3	0	-4	2	2	3	-0.4
Cc1cccc(-c2nc3ccccc3c(=O)n2NC(=O)Cc2ccc(Cl)cc2)c1	3	0	1	9	2	3	1	-2	0.8
O=C(NCc1ccc(F)cc1)c1cnc(-c2ccccn2)nc1C(F)(F)F	-2	-1	-3	1	-4	8	4	1	-0.3
CC(C)(C)OC(=O)N1CCC(NC(=O)c2[nH]cnc2C(=O)Nc2ccccc2)CC1	-2	1	4	3	3	·	2	1	·
